Screening data (PubChem BioAssay)
E coli RNAP = Escherichia coli RNA polymerase inhibition. P0A8V2. E. coli RNA polymerase, fluorescence transcription assay. inhibition, %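 (tested at 10 µM)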. 0.2% of 62,000 active. AID 559; in the data active = inhibition above about 20%;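 also: 0% = enzyme without compound and 100% = no enzyme blank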
S1P3 agonist = agonists of human S1P3 receptor. activation, % at 4.5 µM. Q99500. AID 373. 0.1% of 60,000 active. S1P3 NFAT-BLA reporter cells, agonism, FRET ratio; relative to 1 µM S1P, basal subtracted;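 active = activation above the screen-wide mean plus 3 SD, cut at about 4.5% in these data, passing the limit was not always enough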; also: some compounds called inactive have numbers as strong as hits
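Benchmarks: high control 1 µM S1P / System: stable CHO line with human S1P3, Gα16, NFAT-BLA reporter / Dosing: single compound concentration, 4.5 µM final / Timing: 4 h compound at 37 °C, 2 h substrate at RT / Measured by: FRET β-lactamase substrate fluorescence, excitation 405 nm, 460/535 nm emission ratio, background-subtracted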
S1P1 ag pot = S1P1 (human) agonism or agonism potentiation. AID 449. activation, % at 9.5 µM. P21453. 0.57% of 56,000 active. S1P1 CRE-bla cells, forskolin, beta-lactamase FRET, potentiator mode; S1P1 agonist co-added at EC20, 2 nM; 100% = saturating reference agonist, 0% = basal;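 active = activation above a cutoff set at the mean activation of all tested compounds plus 3 SD, cut at about 54% in these data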;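 also: forskolin at 4 µM as EC80 and the EC20 agonist is SEW2871; 100% = SEW2871 at its EC100 plus forskolin at EC80; some compounds past the cut are filed as inactive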
M1 antagonist = M1 muscarinic receptor (rat) antagonism | B-score at 10 µM | AID 628 | P08482 | 3.4% of 64,000 active | CHO-M1 cells, Fluo-4 calcium, ACh EC80 antagonist mode; stronger effect = lower value;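 active = calcium fluorescence response, raw or row-and-column corrected B-score, differing from the plate sample mean either way at a set confidence level, mostly lower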
Target sequence (P08482 whole entry, looked up): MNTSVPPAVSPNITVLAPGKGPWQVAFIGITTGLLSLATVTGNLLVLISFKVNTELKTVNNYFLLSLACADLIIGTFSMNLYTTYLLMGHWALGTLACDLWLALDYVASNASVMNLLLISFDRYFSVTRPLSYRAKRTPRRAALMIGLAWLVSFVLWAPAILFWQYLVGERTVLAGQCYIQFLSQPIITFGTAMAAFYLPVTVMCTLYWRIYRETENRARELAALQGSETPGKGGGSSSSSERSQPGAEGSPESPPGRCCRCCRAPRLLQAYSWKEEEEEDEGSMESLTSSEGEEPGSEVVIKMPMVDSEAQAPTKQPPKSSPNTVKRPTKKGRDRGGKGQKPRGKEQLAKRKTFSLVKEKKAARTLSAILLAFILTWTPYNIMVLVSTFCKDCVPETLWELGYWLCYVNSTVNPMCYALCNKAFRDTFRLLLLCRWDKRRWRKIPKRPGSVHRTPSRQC
TNAP act DEA = activates human TNAP at intermediate phosphate acceptor concentration; P05186; purified TNAP, CDP-star luminescence, 100 mM DEA, 30 min; stronger effect = higher value; scale: 0 levamisole-inhibited, 1 vehicle-only enzyme; activation factor at 20 µM; 64,000 tested, under 10 active; AID 813;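 active = activation factor of at least 2 at 20 µM, relative to controls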
M1 agonist = activates the M1 muscarinic receptor; 3% of 64,000 active; CHO-M1 cells, Fluo-4 calcium fluorescence, agonist mode; stronger effect = higher value; B-score at 10 µM; AID 626;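 active = fluorescence rise, raw or as B-score row- and column-corrected plate score, outside the 99.7% band of its plate's samples, either direction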
HEK293 NFkB inh = inhibitors of the PMA/ionomycin-induced NF-kB reporter in HEK293 cells. 0.21% of 62,000 active. HEK-293 NF-kB luciferase reporter, luminescence. inhibition, % at 3 µM;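 active = inhibition above the mean of all tested compounds plus 3 SD, cut at about 40% in these data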;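 also: 0% = stimulated DMSO wells and 100% = 10 µM reference inhibitor 5653914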
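Material: HEK-293 cells with stable firefly luciferase reporter driven by four HIV NF-kB elements / Also added: PMA plus ionomycin mix as NF-kB-activating stimulus / Compound dosing: 3 µM once, 0.30% DMSO / Times: 1 h pretreatment, 16 h stimulation, 37 °C / Signal: luminescence / Evaluation: per-plate % inhibition versus controls / Benchmarks: DMSO and 10 µM reference inhibitor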
Jurkat tox 60K = cytotoxicity toward Jurkat cells | AID 463 | inhibition, % at 4 µM | Jurkat E6.1 viability, ATP luminescence, 48 h | 1.2% of 56,000 active;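 active = inhibition above the mean inhibition of all tested compounds plus 3 SD, cut at about 28% in these data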
D1 allo mod = D1 dopamine receptor (human) allosteric modulation; 5.9% of 58,000 active; B-score at 10 µM; AID 641; P21728; HEK293 D1, CRE-luciferase, dopamine EC30 potentiation; actives deviate in either direction;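 active = luminescence count or its row- and column-corrected plate score outside the 99.7% band of the plate's sample wells, on either side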
Target sequence (P21728 whole entry, looked up): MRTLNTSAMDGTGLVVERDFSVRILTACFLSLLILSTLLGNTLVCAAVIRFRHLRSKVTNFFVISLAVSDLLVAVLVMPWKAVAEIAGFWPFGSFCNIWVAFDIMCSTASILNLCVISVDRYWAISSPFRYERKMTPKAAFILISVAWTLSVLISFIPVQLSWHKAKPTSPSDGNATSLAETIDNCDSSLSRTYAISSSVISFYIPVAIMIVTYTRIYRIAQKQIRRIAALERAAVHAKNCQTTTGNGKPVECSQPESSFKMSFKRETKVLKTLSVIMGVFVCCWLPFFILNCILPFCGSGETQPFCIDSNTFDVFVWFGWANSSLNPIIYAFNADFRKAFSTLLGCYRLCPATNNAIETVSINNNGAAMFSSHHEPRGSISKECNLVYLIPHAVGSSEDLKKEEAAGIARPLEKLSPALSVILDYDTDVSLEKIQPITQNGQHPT
Starred values were filed as active, the others as inactive; . = not tested or not shown.

canonical_smiles | E coli RNAP | S1P3 agonist | S1P1 ag pot | M1 antagonist | TNAP act DEA | M1 agonist | HEK293 NFkB inh | Jurkat tox 60K | D1 allo mod
CCCCCn1c(S(=O)(=O)O)nc2ccccc21 | 1 | 0.5 | -3 | 0.53 | 1 | 0.65 | 13 | -6 | -0.31
COCCn1c(C)cc(C(=O)COC(=O)CCc2ccc(S(=O)(=O)N3CCOCC3)cc2)c1C | . | . | . | -0.25 | 1 | 0.17 | 9 | . | -0.02
CCc1nc(SCc2ccc(C(=O)OC)o2)c2c(=O)n(C)c(=O)n(C)c2n1 | 9 | -0.3 | -8 | -6.7* | 0.9 | -1 | 16 | 4 | 3.8
Cc1cccc(NCc2nc(SCC(N)=O)n[nH]2)c1 | 3 | -0.1 | 16 | 0.24 | 1 | 1.2 | 19 | 4 | .
Cc1nn(Cc2ccc(C(=O)Nc3ccc(C(=O)OC(C)C)cc3)o2)c(C)c1Cl | 9 | -1.1 | -14 | 0.23 | 1 | -0.4 | 3 | 11 | 0.27
COc1cc(OC)c(C2C(C(=O)N3CCOCC3)=C(C)NC3=C2C(=O)CC(C)(C)C3)cc1OC (configuration not stated) | 13 | -0.1 | . | 0.02 | 0.9 | 0.078 | 2 | 6 | -0.035
Cc1ccc(-c2nnc(SCC(=O)N3CCCC3)o2)cc1 | 7 | -1.2 | -8 | -0.027 | 0.9 | -0.21 | -6 | 2 | .
Cc1ccc(NC(=O)c2noc3c2CCCCC3)cc1C | 3 | 0.0 | 15 | -0.042 | 0.9 | 0.45 | -70 | 2 | 0.26
CCC(CC)NCc1ccc(OC)cc1OC | 2 | 1.1 | 4 | -0.92 | 1 | 0.041 | 5 | -2 | -0.68
O=C(Nc1ccccc1C(=O)N1CCOCC1)c1cccc(S(=O)(=O)N2CCCC2)c1 | 6 | -1.6 | 22 | 1.1 | 0.8 | 0.37 | 10 | 8 | 0.36
Cn1c(=O)c2sccc2n2c(CCCC(=O)NCc3ccc4c(c3)OCO4)nnc12 | 10 | . | . | -0.034 | 1 | 0.8 | 14 | . | -0.24
O=C(c1cc(-c2ccc(O)cc2)on1)N1CCc2ccccc2C1 | 2 | -1.0 | 93 | 0.021 | 1 | -0.93 | -5 | 45* | -0.69
CCc1nnc(NC(=O)c2ccc(OC)cc2OC)s1 | 6 | -1.6 | -14 | 0.77 | 0.9 | 0.83 | -43 | 16 | -4.8*
O=C(C1CCN(c2nnc(N3CCCC3=O)s2)CC1)N1CCN(Cc2ccc3c(c2)OCO3)CC1 | 3 | -1.1 | -16 | -0.31 | 1 | -1.4 | 11 | 7 | -0.065
Nn1c(SCc2cn3ccsc3n2)nnc1-c1ccncc1 | 5 | -0.7 | -4 | 0.068 | 1 | 0.55 | 28 | 7 | 0.12
COC(=O)c1ccccc1NC(=O)CSc1nc(NC(=O)c2ccccc2)c2c(C)c(C)oc2n1 | 7 | -0.1 | . | 0.83 | 0.9 | 2 | 17 | -5 | 0.59
Cn1c(NCCCO)nc2c1c(=O)n(Cc1ccccc1F)c(=O)n2C | 6 | -2.6 | -12 | 0.44 | 0.9 | -1.2 | . | . | .
Cn1nnnc1SCC(=O)N1CCN(c2cccc(Cl)c2)CC1 | 4 | . | . | -0.24 | 0.9 | -0.78 | 16 | . | -0.76
CCOC(=O)c1c(C)[nH]c(C)c1C(=O)CSc1nnnn1-c1ccccc1 | 7 | . | . | 0.29 | 1 | -0.86 | 12 | . | 0.0062
COc1ccc(C(=O)N2CC=C(c3ccccc3)CC2)cc1S(=O)(=O)N1CCOCC1 | 4 | 0.3 | 5 | -1.1 | 0.9 | 0.36 | 3 | 2 | 0.28
Cc1cc2ncn(C(=O)N3CCCCC3)c2cc1C | -2 | -1.4 | 13 | 0.039 | 0.9 | -0.047 | 4 | 2 | 0.056
Cc1ccc(C(=O)NC2CC(C)(C)NC(C)(C)C2)c(C)c1 | 2 | . | . | 0.35 | 0.9 | -0.0065 | 16 | . | -1.3
O=C(CSc1ccc(Cl)cc1)Nc1ccc(N2CCN(C(=O)c3ccco3)CC2)cc1 | 5 | 4.0 | . | -0.061 | 0.9 | 0.026 | 7 | 2 | -0.83
COc1ccc(S(=O)(=O)NC(CC(=O)NCc2ccc3c(c2)OCO3)c2ccco2)cc1 (configuration not stated) | 3 | 0.3 | -2 | -0.013 | 1 | 0.61 | 7 | -1 | -0.04
O=C(O)CCC(=O)N1CCc2cc(S(=O)(=O)N3CC=C(c4ccccc4)CC3)ccc21 | -7 | -1.2 | -15 | -0.046 | 0.8 | -0.41 | 21 | 4 | .
COc1ccc(CN(C(=O)CSc2nnc(-c3ccc(F)cc3)o2)c2ccc(F)cc2)cc1 | 4 | 0.2 | 11 | 0.019 | 1 | 0.36 | 20 | -5 | 0.24
C/C=C/c1ccc(OCCCCn2cncn2)c(OC)c1 | 11 | 0.7 | 0 | -0.29 | 0.9 | -1.4 | 3 | 0 | .
Cc1sc2nc(CN3CCN(S(=O)(=O)c4cccc5nonc45)CC3)[nH]c(=O)c2c1C | 7 | -0.2 | -1 | -0.0032 | 0.8 | -0.29 | 11 | 10 | 3.6*
CN(C)c1ccnc(SCc2ccccc2Cl)c1C#N | 2 | -2.0 | -7 | -0.1 | 0.9 | -0.61 | 19 | 5 | 0.62
O=C(Cn1cnc2c(nnn2Cc2ccc(F)cc2)c1=O)NCc1ccco1 | -5 | -1.0 | -6 | -0.21 | 1 | 0.66 | 12 | 5 | -0.76

canonical_smiles | E coli RNAP | S1P3 agonist | S1P1 ag pot | M1 antagonist | TNAP act DEA | M1 agonist | HEK293 NFkB inh | Jurkat tox 60K | D1 allo mod
NS(=O)(=O)c1ccc(CNC(=O)NC23CC4CC(CC(C4)C2)C3)cc1 | 4 | -0.8 | -12 | -0.042 | 0.9 | -0.49 | 9 | 3 | 0.43
O=C(Cn1c(CN2CCCCC2)nc2ccccc2c1=O)Nc1ccccc1 | 2 | -0.7 | -4 | -0.074 | 0.9 | 0.35 | 2 | 1 | -0.46
CCOC(=O)C1CCN(CC(=O)Nc2c(C(=O)OC)[nH]c3cccc(Cl)c23)CC1 | 8 | -0.3 | 3 | 0.085 | 0.9 | 1.3 | 14 | -1 | 3.7*
CCOC(=O)c1cnc(SCC(=O)NCc2ccco2)nc1N | 2 | 0.8 | -22 | 0.76 | 1 | 0.64 | -2 | 0 | 0.23
CCOC(=O)N1CCN(S(=O)(=O)c2cc(Cl)ccc2Cl)CC1 | 4 | . | . | 0.95* | 0.9 | -0.74 | 8 | . | 0.24
CCCN1C(=O)C2(C(C(=O)c3ccc(C)o3)=C(O)C(=O)N2CCCN2CCOCC2)c2ccccc21 (configuration not stated) | 0 | -0.2 | 15 | 0.21 | 0.8 | -0.29 | 6 | -2 | 0.048
O=C(Nc1nccs1)C1CCN(S(=O)(=O)c2ccc3c(c2)OCCCO3)CC1 | -4 | 0.1 | 17 | 0.42 | 1 | -1.5 | -2 | 5 | 1.2
COc1ccc(S(=O)(=O)NC2(C(F)(F)F)N=C3SCCN3C2=O)cc1 (configuration not stated) | 6 | -0.8 | -9 | -0.56 | 0.9 | 0.45 | 4 | 5 | -0.13
COC(=O)C(NC(=O)c1ccccc1)c1ccccc1 (configuration not stated) | . | -0.3 | 4 | -0.5 | 0.9 | 0.0022 | -1 | 2 | -0.76
CC1=CC2=NC(=O)CC(C)(C(=O)N(CC(=O)NC(C)(C)C)C3CCCC3)N2C=C1 (configuration not stated) | -4 | 0.0 | -16 | 0 | 0.8 | 0.75 | 4 | -11 | -0.77
Cc1sc2nc(SCC(=O)c3cccs3)n(Cc3ccco3)c(=O)c2c1C | 1 | -0.4 | . | -0.17 | 1 | -0.14 | -30 | -7 | 2.8
O=C(C1CCN(S(=O)(=O)c2cccc3cccnc23)CC1)N1CCN(C2CCCCC2)CC1 | 1 | -0.4 | 4 | -0.23 | 0.9 | -0.088 | 17 | -1 | 0.8
COC(=O)Nc1cc(C(F)(F)F)ccc1N1CCN(c2ccccc2)CC1 | 13 | -1.3 | -19 | 0.43 | 0.9 | 0.48 | 25 | 0 | -0.82
CC(C1CC1)N(C(=O)NC1CCS(=O)(=O)C1)c1ccccc1 (configuration not stated) | 6 | 1.6 | -2 | 0.51 | 1 | -0.027 | 8 | -3 | 0.31
Cc1ccc(-n2c3c(cc(C(=O)Nc4cccc(C)n4)c2=O)C(=O)CCC3)cc1 | 2 | -0.4 | 10 | 0.25 | 1 | 0.024 | 23 | 0 | 0.72
CCCCC(CC)CNC(=O)c1ccc2c(c1)OCO2 (configuration not stated) | 5 | 0.2 | -8 | 0.02 | 0.9 | 1.9 | 15 | -6 | -0.46
CCCN(S(=O)(=O)c1ccc(OCC)cc1)S(=O)(=O)c1cccs1 | -9 | -1.0 | 14 | -0.094 | 0.9 | 2.1* | 17 | -3 | -0.23
CC1Cc2cc(/C(O)=C3/C(=O)C(=O)N(Cc4ccco4)C3c3cccs3)ccc2O1 (configuration not stated) | 11 | 0.2 | 15 | 0.96 | 0.9 | 1.5 | 11 | 7 | 0.19
O=C(NCCN1CCN(C(=O)NC2CCCCC2)CC1)NC1CCCCC1 | 9 | 0.2 | -13 | -0.079 | 0.9 | 0.38 | 8 | -7 | .
Cc1ccc(N2C(=O)c3oc4ccccc4c(=O)c3C2c2cccc(O)c2)nc1 (configuration not stated) | 8 | -0.5 | -5 | -0.47 | 0.8 | -0.26 | -5 | -6 | 2
Cc1c(C(C)O)nnn1-c1nonc1N (configuration not stated) | 4 | -0.4 | 0 | 0.2 | 1 | -0.034 | 18 | -1 | 0.34
COc1cc(C2CC(=O)NC3=C2C(=O)CC(C)(C)C3)cc(OC)c1O (configuration not stated) | 5 | -0.8 | -40 | -2.3 | 0.9 | -0.3 | -3 | -6 | -0.13
CC(=O)N=c1sc2c3ccccc3ccc2n1C | 6 | 0.6 | -20 | 0.53 | 0.9 | -0.23 | -15 | 0 | 1.3
Cn1c(=O)[nH]c(=O)c2c1nc(SCC(O)CO)n2Cc1ccccc1Cl (configuration not stated) | 7 | 0.2 | -12 | -0.0056 | 0.9 | 0.053 | 9 | -6 | 0.75
COc1cc(OC)cc(C(=O)OCn2nnc3ccccc3c2=O)c1 | -2 | 0.0 | 2 | -0.08 | 0.9 | -0.079 | 10 | 2 | .
COc1ccc(N(C(=O)C(C)C)S(=O)(=O)c2ccc3c(c2)n(C)c(=O)n3C)cc1 | -2 | -1.0 | . | 0.29 | 1 | -0.0095 | 9 | 2 | -0.2

Record cards (already shown):
CCOC(=O)c1cnc(SCC(=O)NCc2ccco2)nc1N is listed with E coli RNAP: 2; S1P3 agonist: 0.8; S1P1 ag pot: -22; M1 antagonist: 0.76; TNAP act DEA: 1; M1 agonist: 0.64; HEK293 NFkB inh: -2; Jurkat tox 60K: 0; D1 allo mod: 0.23
O=C(Nc1nccs1)C1CCN(S(=O)(=O)c2ccc3c(c2)OCCCO3)CC1 is listed with E coli RNAP: -4; S1P3 agonist: 0.1; S1P1 ag pot: 17; M1 antagonist: 0.42; TNAP act DEA: 1; M1 agonist: -1.5; HEK293 NFkB inh: -2; Jurkat tox 60K: 5; D1 allo mod: 1.2
